Screens deposited in PubChem BioAssay by Sanford-Burnham Center for Chemical Genomics.
TAG inh – reduces triacylglycerol accumulation in H9c2 cells. inhibition, % at 12.5 µM. actives 0.66% (n = 230,000). AID 651582. Nile Red lipid (TAG) fluorescence; cells loaded with 200 µM oleic acid;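 active = pattern-corrected inhibition of lipid staining of at least 50% with the nuclear-stain viability signal not falling by more than 50%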;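 also: 0% = DMSO wells and 100% = triacsin C control wells; some results filed as inactive read as strong as hits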
TAG inh DAPI viability – also measured in TAG inh; calls as there; DAPI nuclei signal change (viability), lower = more cytotoxic, %;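 whole-well DAPI fluorescence read on a plate reader as a viability signal; minus 50 percent equals half of cells still viable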
* hit, by the source's call. Not all compounds are listed, so the mix of outcomes need not match the whole.

SMILES | TAG inh | TAG inh DAPI viability
COc1ccc(S(=O)(=O)NCC2CCCN(C(=O)CC3CCCC3)C2)cc1 (configuration not stated) | -20 | -2
Cn1c(Cl)nc2ccccc21 | -4 | -9
CC1CCCCN1CC(=O)Nc1ccc(N2CCCCCC2)cc1 (configuration not stated) | 5 | 19
CCOc1ccc(NC(=O)CN(C)C(=O)CCc2ccccc2Cl)cc1OCC | 7 | -1
CSCCC(NC(=O)c1ccc(Cl)cc1)C(=O)OCC(=O)c1ccc[nH]1 (configuration not stated) | -2 | 4
Cc1ccc2c(c1)N(CCCC(=O)NCCCN1CCCC1=O)C(=O)CO2 | -13 | 5
CC(C)c1nc2sc3c(=O)[nH]cnc3c2c2c1CCCC2 | 5 | 0
Cc1ccc2c(c1)NC(=O)C(CC(=O)NC1CCCCC1C)O2 (configuration not stated) | -19 | -9
Cc1ccsc1C1C(C#N)=C(N)N(N(C)C)C2=C1C(=O)CCC2 (configuration not stated) | 19 | 1
Cc1ccc(N2CN=c3s/c(=C\c4cccnc4)c(=O)n3C2)cc1 | 4 | -9
N=c1n(CCO)c2ccccc2n1Cc1ccccc1Cl | 26 | -18
Cc1ccc([C@H]2C[C@@H](n3cc(C4CC4)nn3)[C@H](O)CN2Cc2cccs2)cc1 | 7 | 6
C#CCOC(=O)CCCN1C(=O)c2cccc3cccc(c23)C1=O | 10 | -3
O=C(CSc1nnc2ccccn12)NNC(=O)c1cccc(Cl)c1 | 6 | 6
CC(=O)NCC(=O)N(c1c(C)n(C)n(-c2ccccc2)c1=O)C1(C(=O)NC2CCCC2)CCCCC1 | 3 | -8
CCOC(=O)C1(Cc2ccccc2)CCN(Cc2ccon2)CC1 | -1 | 5
Cn1cccc1-c1nc2ccc(NC(=O)c3cccs3)cc2[nH]1 | 6 | -1
CN(c1ccc(OCC(=O)OCC(=O)NC2CCCC2)cc1)S(=O)(=O)c1ccc2ccccc2c1 | -2 | 1
CC1(C)Cc2ccccc2-c2nc(NCCCO)[nH]c(=O)c21 | 6 | 11
c1cncc(C(c2nnnn2C2CCCCC2)N2CCN3CCCC3C2)c1 (configuration not stated) | -13 | 3
CCN(CC(=O)Nc1ccc(S(=O)(=O)N2CCCC2)cc1)Cc1ccccc1 | 4 | 5
O=C(c1cc(COc2ccc(F)cc2F)on1)N1CCCC(c2ccccc2)C1 (configuration not stated) | -4 | 0
CC(C)c1ccc(S(=O)(=O)N2CCN(C(=O)c3cc([N+](=O)[O-])ccc3N3CCOCC3)CC2)cc1 | 27 | -12
O=C(NCCc1ccc(Cl)cc1)C1CCN(S(=O)(=O)c2cccc3nonc23)CC1 | -4 | 1
Cc1ccc2c(c1)[C@H]1[C@H](CO2)[C@H](c2ccccc2)[C@]2(C)C(=O)Nc3cc(F)c(F)cc3C(=O)N12 | 44 | -25
CCc1nc2ccc(C(=O)Nc3cccc(NS(C)(=O)=O)c3)cn2c1N(C)C(=O)c1cccc(OC)c1 | 8 | -10
CCOc1nc(NCCN2CCOCC2)nc(Nc2ccc(C)cc2)n1 | 17 | 2
O=C1C2CCCN2C(c2ccccc2)N1c1nccs1 (configuration not stated) | 12 | 1
OC[C@@H]1CN(Cc2ccccc2)C[C@H](n2cnc3c(NCc4ccncc4)ncnc32)O1 | 4 | -32
O=C(c1ccc(F)cc1)c1cnc(Nc2ccccc2)s1 | -2 | 2
COc1ccc(-c2[nH]ncc2CN2CCC(C(=O)c3ccc(F)cc3)CC2)cc1 | -1 | 4
N#C/C(=C(/O)c1cccc(F)c1)c1nc2ccccc2s1 | 9 | -4
Cc1ccc(-c2csc(N3CCC(NS(=O)(=O)c4ccc5c(c4)OCCO5)CC3)n2)cc1 | -2 | 4
O=C(CN1C(=O)NC2(CCCCCC2)C1=O)N1CCC(Cc2ccccc2)CC1 | 19 | -4
CCCCCn1nc(C(=O)OCc2nc(N)nc(Nc3ccccc3)n2)c2ccccc2c1=O | -6 | -8
Cc1cc([N+](=O)[O-])nn1CC(=O)Nc1cnc2ccccc2c1 | -15 | -6
C=CCOn1c(C)c(C(C)=O)c2c3no[n+]([O-])c3ccc21 | 5 | -13
CCOC(=O)CNC(=O)CSc1nc2cccnc2n1Cc1ccccc1 | -5 | 1
COc1ccccc1CNC(=O)COc1ccc(C)cc1 | -1 | -9
COc1ccc(Cl)cc1C(=O)NNC(=S)NC(=O)/C=C/c1ccco1 | -9 | 7
Cc1ccc2nc(-c3ccccc3)nn2c1 | -1 | 5
COc1ccccc1C1=NC(c2ccc(C)cc2)N=C1C (configuration not stated) | 6 | -20
COc1ccc(CNS(=O)(=O)c2cc3c4c(c2)CCN4C(=O)CC3)cc1 | -1 | -1
CCOC(=O)c1ccc(-c2ccc3ncnc(N(C)Cc4sccc4C)c3c2)o1 | -25 | 32
CCNC(=S)N1CCc2cc(OC)c(OC)cc2C1COc1ccccc1OC (configuration not stated) | 26 | 20
COc1cc2c3c(c1OC)-c1cc4c(cc1CC3(C#N)N(C(=O)c1ccccc1)CC2)OCO4 (configuration not stated) | -12 | 5
CC1=NN(c2ccc(Cl)cc2)C(=O)C1 | 6 | 2
COCCN(C(=O)c1ccco1)C(C(=O)NC1CCCC1)c1cccs1 (configuration not stated) | -30 | 16
CSc1ccccc1OCc1cc(C(=O)N2CCSCC2)no1 | 7 | -14
CC(NC(=O)c1ccco1)C(=O)N1CCN(c2ccccc2)CC1 (configuration not stated) | -8 | -11
The list goes on.
SMILES | TAG inh | TAG inh DAPI viability
C=CCn1c(SCC(=O)Nc2ccc(C(=O)O)cc2)nc2sc(C)c(C)c2c1=O | 8 | 5
Cc1cc(C)cc(NC(=S)N2CCN(C(=O)c3ccco3)CC2)c1 | 1 | 0
Cc1ccc2nc(SC(C)C(=O)NC3CCCc4ccccc43)[nH]c2c1 (configuration not stated) | 6 | 0
CSc1ncc(CN2CCN(C3CCN(C(C)C)CC3)C(CCO)C2)cn1 (configuration not stated) | 5 | -3
O=C(Cn1cncn1)NCc1cccc(C(F)(F)F)c1 | 5 | 2
Cc1ccc(S(=O)(=O)/C(C#N)=C/c2c(N3CCCCC3)nc3ccccn3c2=O)cc1 | -11 | 10
Cc1cc(S(=O)(=O)Nc2nc(CN3CCOCC3)nc3sc4c(c23)CCC4)cc(C)c1C | 2 | 1
COc1ccc(Cl)cc1C(=O)NNC(=S)NC(=O)c1cc(-c2ccc(Cl)cc2)nc2ccccc12 | 10 | -12
CC(=O)OCCNc1cc(SC(C)C)c2nonc2c1[N+](=O)[O-] | 7 | -2
CCOC(=O)[C@@H]1[C@H]2COc3cc(OC)ccc3[C@H]2N2C(=O)N(c3cccc(Cl)c3)C(=O)[C@]12C | -5 | 4
O=C(O)COc1ccc(/C=N/O)cc1Br | -9 | 4
CCOC(=O)N1CCN(C(=O)COC(=O)COc2c(C)cc(C)cc2C)CC1 | -2 | 13
CCN(CC)Cc1c(C(=O)N2CCc3ccccc3C2)nc2ccc(Cl)cn12 | 3 | -2
Cc1noc(C)c1COc1ccc(C(=O)NNC(=O)c2ccccc2O)cc1 | -4 | -5
CC1CCCN(c2ccc3nc4ccccc4c(=O)n3n2)C1 (configuration not stated) | 5 | 2
Cc1ncsc1C(=O)N1CCCC(CNS(=O)(=O)c2cccs2)C1 (configuration not stated) | -12 | 13
N#CCCN(Cc1cccnc1)C(=S)NC1CC2C=CC1C2 (configuration not stated) | -10 | -4
CCOCc1cnc(C)nc1NCC(=O)c1c(C)n(C)c2ccc(OC)cc12 | -13 | 2
CCn1c2ccc(/C(C)=N\O)cc2c2cc(/C(C)=N\O)ccc21 | 5 | 0
CN(C)C(/C=C/Nc1ccc(O)cc1)=C(C#N)C#N | 5 | -5
O=c1c2cccnc2[nH]c(=S)n1CCCN1CCN(c2ccc(F)cc2)CC1 | -10 | 20
CC(=O)c1cccc(NCC(=O)N2CCN(S(=O)(=O)c3ccccc3)CC2)c1 | 2 | -5
COc1ccc(NS(=O)(=O)c2ccc(C)c(C(=O)NCC(c3ccco3)N(C)C)c2)cc1 (configuration not stated) | 11 | 6
CN1CCN(c2oc(Cc3cccc4ccccc34)nc2C#N)CC1 | -5 | 4
CC(C)(C)OC(=O)N1CCN(c2ccc(NC(=O)Cn3nnc(-c4ccccc4)n3)cc2)CC1 | 62* | -9.5*
N#Cc1ccccc1NC(=O)Nc1cccs1 | 4 | 6
COc1cccc(CNC(=O)c2nnn(CC(=O)Nc3ccc(C)c(C)c3)c2N)c1 | -16 | 2
CCCCCc1cc(=O)oc2c(C(CCN3CCCC(C)C3)c3ccc4c(c3)OCO4)c(OC)cc(OC)c12 (configuration not stated) | 78* | -44*
O=C(COC(=O)/C=C/c1cccc(Br)c1)NC1CCCCCC1 | 3 | -2
COc1ccccc1NC(C)=[N+](C)CCNS(=O)(=O)c1ccc(Cl)cc1 | 1 | 6
Cc1c(NC(=O)c2c(N)sc3c2CCCC3)c(=O)n(-c2ccccc2)n1C | 0 | -9
COc1ccccc1OCCNC(=O)CCNC(=O)c1ccccc1OC | -2 | 4
COCCCNC(=O)CN(c1cc(Cl)ccc1OC)S(=O)(=O)c1ccc(C)c([N+](=O)[O-])c1 | -8 | -9
CCNS(=O)(=O)c1ccc(CCC(=O)N2CCN(Cc3ccccc3)CC2)cc1 | -4 | -3
COc1ccccc1C(=O)Nc1c2c(nn1-c1ccc(Cl)cc1)CS(=O)(=O)C2 | 12 | -4
Cc1ccc(S(=O)(=O)Nc2ccc(Nc3nccn4c(-c5ccccc5Oc5ccccc5)cnc34)cc2)cc1 | 33 | -1
O=C(Nc1cccc(F)c1)NC1CCCCCCC1 | -21 | -1
COC(=O)CN1C(=S)N(c2ccc(F)cc2)C(=O)C1CC(=O)Nc1ccc(F)cc1 (configuration not stated) | 5 | -8
Cc1ccccc1C(=O)NC(=S)NCc1ccccc1 | -28 | 7
CSc1ccc(C2=C/C(=C3/SC(=S)NC3=O)c3ccccc3O2)cc1 | 59* | -4.1*
CC1Cc2ccccc2N1c1ncnc(N)c1[N+](=O)[O-] (configuration not stated) | -1 | 3
CCCCn1c(CCNC(=O)c2cccs2)nc2ccccc21 | 11 | 9
c1ccc(CCC2=NCCn3cccc32)cc1 | -9 | 7
Cc1ccsc1C(=O)OCC(=O)N(Cc1ccccc1)C(C)C | -8 | 4
Cc1ccc(NC(=O)COC(=O)CSC(=S)N2CCOCC2)cc1 | -9 | 11
CC(C)COc1ccc(C(=O)Nc2scc(-c3ccc(Cl)cc3Cl)c2C(N)=O)cc1 | 60* | 2.9*
O=c1cc(-c2ccccc2)oc2ccc(O)cc12 | -9 | -2
Cc1ccc(S(=O)(=O)N2CCN(C(=O)CCc3nc4ccccc4c(=O)[nH]3)CC2)c(C)c1 | -1 | 31
CN(CCO)C(=O)c1ccc(-c2nn(C)c(=O)c3ccccc23)cc1 | 0 | 2
O=C(CSc1ncccn1)N1CCCCCC1 | -20 | -1

Copied from the results shown for reference:
SMILES | TAG inh | TAG inh DAPI viability
Cc1c(NC(=O)c2c(N)sc3c2CCCC3)c(=O)n(-c2ccccc2)n1C | 0 | -9
COc1ccccc1OCCNC(=O)CCNC(=O)c1ccccc1OC | -2 | 4
COCCCNC(=O)CN(c1cc(Cl)ccc1OC)S(=O)(=O)c1ccc(C)c([N+](=O)[O-])c1 | -8 | -9
CCNS(=O)(=O)c1ccc(CCC(=O)N2CCN(Cc3ccccc3)CC2)cc1 | -4 | -3
COc1ccccc1C(=O)Nc1c2c(nn1-c1ccc(Cl)cc1)CS(=O)(=O)C2 | 12 | -4
Cc1ccc(S(=O)(=O)Nc2ccc(Nc3nccn4c(-c5ccccc5Oc5ccccc5)cnc34)cc2)cc1 | 33 | -1
O=C(Nc1cccc(F)c1)NC1CCCCCCC1 | -21 | -1
COC(=O)CN1C(=S)N(c2ccc(F)cc2)C(=O)C1CC(=O)Nc1ccc(F)cc1 (configuration not stated) | 5 | -8
Cc1ccccc1C(=O)NC(=S)NCc1ccccc1 | -28 | 7
CSc1ccc(C2=C/C(=C3/SC(=S)NC3=O)c3ccccc3O2)cc1 | 59* | -4.1*
CC1Cc2ccccc2N1c1ncnc(N)c1[N+](=O)[O-] (configuration not stated) | -1 | 3
CCCCn1c(CCNC(=O)c2cccs2)nc2ccccc21 | 11 | 9
c1ccc(CCC2=NCCn3cccc32)cc1 | -9 | 7
Cc1ccsc1C(=O)OCC(=O)N(Cc1ccccc1)C(C)C | -8 | 4
Cc1ccc(NC(=O)COC(=O)CSC(=S)N2CCOCC2)cc1 | -9 | 11
CC(C)COc1ccc(C(=O)Nc2scc(-c3ccc(Cl)cc3Cl)c2C(N)=O)cc1 | 60* | 2.9*
O=c1cc(-c2ccccc2)oc2ccc(O)cc12 | -9 | -2

(continued)
SMILES | TAG inh | TAG inh DAPI viability
Cc1ccc(NC(=O)C2=NNC(=O)CC2)cc1F | -11 | 2
COc1ccc(-c2nn(-c3ccccc3)cc2C2CC(c3cccs3)=NN2C(=O)CCC(=O)O)cc1 (configuration not stated) | -1 | 3
O=C(Cc1ccc(Cl)cc1)Nc1cccc(S(=O)(=O)N2CCCCC2)c1 | -22 | -9
CCn1cc(C(=O)OCC(=O)N(C)C2CCS(=O)(=O)C2)c(=O)c2ccc(C)nc21 (configuration not stated) | 12 | -2
CC(/C=C/c1ccc2c(c1)OCO2)=N/NC(=O)c1ccncc1 | -3 | -2
COc1ccc(NS(=O)(=O)c2ccc3nc(COc4ccc(Cl)c(C)c4)[nH]c3c2)cc1 | -3 | 2
CCOC(=O)c1sc2ncnc(NCc3ccco3)c2c1C | -1 | 13
Cc1ccccc1N1CCN(C(=O)c2ccccc2NC(=O)/C=C\C(=O)O)CC1 | 7 | -5
NC(=O)c1ccccc1NC(=O)C(c1ccccc1)c1ccccc1 | -34 | -2
O=C(Nc1ccc(Cl)c(Cl)c1)N1CC=CCC1 | 14 | 5
CC(C)Sc1nc(N2CCCC2)c2c(c1C#N)CC(C)(C)OC2 | 48 | 1
COc1ccccc1C(CNC(=O)CNC(=O)c1ccccc1Cl)N1CCCC1 (configuration not stated) | -17 | -3
O=C(NCc1ccccc1)c1onc(CSc2ccc(Cl)cc2)c1C(=O)NCC1CC1 | -14 | 3
